Source: PubChem BioAssay (several laboratories)
NR2E3 ag-1: NR2E3 agonists in two-hybrid cells, primary screen, cell-based, luminescence, CHO-S, Gal4-NCOR/VP16-NR2E3 | Photoreceptor-specific nuclear receptor (Homo sapiens), Q9Y5X4 | luciferase | inhibition of corepressor binding, % at 3.98 µM | actives 0.35% (n = 360,000) | AID 602229, 2012;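 active means inhibition above the mean of all tested compounds plus 3 SD, cut at about 70% in these data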;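 further: 0% = DMSO with NR2E3 transfected cells and 100% = cells lacking NR2E3 construct; higher means lower luciferase signal from less NR2E3 corepressor binding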
Target sequence (Q9Y5X4 whole entry, looked up, the tested form may be a part): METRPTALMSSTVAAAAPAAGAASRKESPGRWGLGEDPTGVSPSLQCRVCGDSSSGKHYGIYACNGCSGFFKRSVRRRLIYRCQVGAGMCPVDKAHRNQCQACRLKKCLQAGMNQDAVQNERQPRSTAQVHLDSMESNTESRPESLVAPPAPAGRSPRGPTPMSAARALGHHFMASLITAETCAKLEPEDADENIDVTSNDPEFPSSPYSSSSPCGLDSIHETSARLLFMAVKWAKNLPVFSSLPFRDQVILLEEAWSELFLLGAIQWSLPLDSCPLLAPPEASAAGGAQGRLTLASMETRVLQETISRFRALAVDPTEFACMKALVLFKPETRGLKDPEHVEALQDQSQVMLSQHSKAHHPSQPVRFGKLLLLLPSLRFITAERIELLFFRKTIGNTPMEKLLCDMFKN
CF NFkB block: inhibitors of PAF-induced NF-kB signaling, primary screen, cell-based, GFP fluorescence, uHTS | KKLEB NF-kB-GFP reporter, GFP fluorescence overnight | inhibition, % at 5 µM | actives 0.86% (n = 360,000) | AID 588850, 2011;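 active means at least 50% inhibition at 5 µM, scaled per plate between neutral and stimulator controls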;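 further: PAF is a Pseudomonas aeruginosa culture filtrate used as stimulus; plate controls were PAF-stimulated DMSO wells for no effect and unstimulated DMSO wells for full effect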
aDG glyco up: activators of alpha-DG glycosylation, primary screen, uHTS, Pro5-aDG cells, AlphaScreen; alpha-DG glycosylation AlphaScreen (IIH6); 0% Pro5, 100% B10-LARGE cell signal; activation, % at 10 µM; actives 0.22% (n = 360,000); AID 624168, 2012;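 active means activation of at least 8% versus controls, or a plate z-score of at least 8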;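 further: Pro5 are CHO cells carrying HIG-tagged alpha-DG that lacks glycosylation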
Peg3 prom inh: Peg3 promoter-driven luciferase inhibitors, primary screen, cell-based, HeLa, luciferase luminescence | HeLa PEG-Prom luciferase reporter, overnight | inhibition, % at 20 µM | actives 1.7% (n = 360,000) | AID 588405, 2011;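 active means inhibition of at least 50% at 20 µM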
Shn3 inh set2: reduction of Shn3 3'UTR firefly luciferase signal, primary screen, Schnurri-3 inhibitor project, cell-based, Clone20 osteoblasts, set 2. Clone20 osteoblast Shn3 3'UTR firefly luciferase, 24 h. inhibition, % at 12.5 µM. actives 0.52% (n = 360,000). AID 588674, 2011;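 active means mean inhibition of at least 75% with every replicate also reaching 75%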;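 further: 0% = median of neutral control wells and 100% = pilot-screen positive control compound; some compounds past the cut are filed as inactive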
KKLEB tox: cytotoxicity in KKLEB CF airway cells, primary screen, cytotoxicity control for CF NF-kB inhibitor project, cell-based, uHTS, fluorescence assay plates; KKLEB CF airway cells viability, ATPlite luminescence, overnight; hits give low values; cells stimulated with P. aeruginosa culture filtrate; activity change (cytotoxicity), % at 5 µM; actives 0.36% (n = 360,000);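 active means corrected activity change at or below -50% at 5 µM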
HIF-2a block: HIF-2a reporter inhibitors, primary screen, luminescence, 786-0 RCC cells; 786-0 RCC cells HIF-2a reporter, luciferase luminescence, overnight; inhibition, % at 18.8 µM; actives 0.72% (n = 360,000); AID 624352, 2012;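 active means inhibition of the luminescence signal of 40% or more relative to plate controls, in a single-dose primary screen at 18.75 µM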
TRPM1 prom inh: inhibitors of MITF-dependent TRPM1 promoter reporter, primary screen, cell-based, SK-MEL-5, single point, luciferase; SK-MEL-5 TRPM1 promoter luciferase, 24 h; AID 488899, 2010; actives 0.83% (n = 330,000); inhibition, % at 12.5 µM;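 active means mean inhibition across replicates of 60% or more, whatever share of single replicates reaches that level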; further: values of inactives mirror those of a sister screen read the other way
iPSC survival up: enhancers of single-cell hiPSC survival, primary screen, ATPlite luminescence. 100% = ROCK inhibitor wells, 0% = DMSO. survival enhancement, % at 20 µM. actives 0.044% (n = 360,000). AID 602274, 2012; in the data active means survival enhancement above about 18%;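 further: cells exposed to compounds for 16 hours before the ATP read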
NR2E3 ag-2: inhibitors of NR2E3-RetCOR corepressor binding, primary screen, NR2E3 agonist project, biochemical, TR-FRET, GST-NR2E3, biotin-RetCOR. Photoreceptor-specific nuclear receptor (Homo sapiens), Q9Y5X4. 1536-well. inhibition of corepressor binding, % at 4.78 µM. actives 0.12% (n = 320,000). AID 2300, 2010;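 active means percent inhibition above the cutoff of mean plus 3 SD of all tested compounds, set per screening campaign, cut at about 20% in these data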;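 further: 0% = DMSO wells and 100% = biotin wells as full block of FRET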
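Material: NR2E3–RetCOR corepressor complex / Incubation: Compound–protein incubation for 5 h at 4 °C / Dosing: compound at 4.8 µM, single dose / Detection: time-resolved FRET / Benchmarks: high control biotin, low control 0.6% DMSO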
TWEAK Fn14 block: inhibitors of TWEAK-Fn14 signaling, primary screen, luciferase reporter cells, uHTS. TWEAK-stimulated Fn14 reporter cells, luciferase luminescence, 8 h. actives 2% (n = 360,000). inhibition, % at 10 µM. AID 1159606, 2016; in the data active means inhibition above about 50%
* marks the source's active call; other numbers are inactive results; nt = not tested or not shown.

SMILES | NR2E3 ag-1 | CF NFkB block | aDG glyco up | Peg3 prom inh | Shn3 inh set2 | KKLEB tox | HIF-2a block | TRPM1 prom inh | iPSC survival up | NR2E3 ag-2 | TWEAK Fn14 block
O=C(Nc1ccc(N=Nc2ccccc2)cc1)c1cccc(Cl)c1 | -15 | 0 | 0.2 | -9 | 5 | -3 | -12 | -12 | -0.5 | -5 | -10
CN(CCOc1ccccc1)C(=O)C1CCN(C(=O)c2ccc(Cl)cc2)CC1 | -5 | 15 | 0.2 | 1 | 6 | 2 | -3 | -6 | -0.6 | 2 | -6
COc1ccccc1C(=O)NC(CCSC)C(=O)NCCCn1nc(C)cc1C (centres undefined) | 17 | 21 | 0.0 | 7 | 2 | 13 | 8 | 3 | -0.4 | 1 | 3
CC1(C)CC2CC(C)(CN2C(=O)COC(=O)Cn2[nH]c(=O)c3ccccc3c2=O)C1 (centres undefined) | -2 | 2 | -0.1 | 9 | -2 | 6 | -2 | 4 | -1.0 | 1 | -1
CSCCC(N=C1NS(=O)(=O)c2ccccc21)C(=O)NCc1ccccc1F (centres undefined) | -1 | 25 | -0.2 | 14 | -5 | -10 | 11 | 2 | -0.5 | -2 | 4
CC(=O)c1c(C)[nH]c(C(=O)OCC(=O)NCCCc2ccccc2)c1C | 36 | 4 | 0.4 | 22 | 6 | -10 | 27 | -9 | 0.2 | -3 | 8
N#Cc1nc(Cc2ccccc2)oc1N1CCC(C(N)=O)CC1 | -7 | -4 | 0.0 | 6 | -1 | 5 | -7 | -7 | 4.9 | 0 | -10
CNc1nc(-c2ccc3c(c2)CCN3S(=O)(=O)c2ccccc2)c(C)s1 | -25 | 3 | -0.2 | 12 | 16 | 4 | 13 | 9 | 1.1 | 5 | 3
CCNc1cc(=O)n(C)c(=O)n1C | -9 | -11 | -0.1 | 3 | 0 | 5 | -9 | -11 | -1.3 | -1 | -5
COc1cc2nc(Nc3cccc(F)c3)nc(N)c2cc1OC | -12 | -42 | -0.2 | -20 | -2 | -5 | -54 | -19 | 1.2 | 0 | -4
O=C(Nc1nncs1)c1cccnc1Cl | -8 | -10 | -0.5 | -3 | 3 | 4 | 19 | 16 | 0.3 | 1 | 8
O=C(c1cc(Cl)cc(Cl)c1)N1CCC(=O)N(C(COCc2ccccc2)Cc2ccccc2)CC1 (centres undefined) | -2 | 8 | 0.3 | 9 | 0 | -9 | -3 | 4 | -1.7 | 1 | 5
COC(=O)c1ccccc1NC(=O)COC(=O)c1ccc(C)c(NC(=O)c2ccco2)c1 | -5 | -13 | 0.2 | 33 | 27 | -1 | 6 | -2 | -0.3 | -1 | 37
CC1=CS(=O)(=O)CC1SC(=S)N(C)C1CCS(=O)(=O)C1 (centres undefined) | 7 | -4 | -0.2 | 3 | -6 | 4 | 14 | 12 | 8.8 | 0 | -3
CC1CCCC(NC(=O)CCNC(=O)c2ccccc2Cl)C1C (centres undefined) | -25 | 8 | -0.2 | 15 | -14 | 7 | -3 | -16 | -0.5 | -3 | 0
Cc1cc(NC(=O)/C=C/c2ccccc2Cl)n(-c2nc3ccccc3[nH]2)n1 | -54 | 3 | -0.4 | -188 | -81 | -35 | -250 | -68 | -1.7 | 1 | -22
COc1ccc2[nH]c(=O)c(-c3noc(-c4ccccc4)n3)cc2c1 | -53 | 3 | -0.1 | -150 | -22 | -2 | -148 | -58 | 1.7 | 2 | -35
Cc1cc(C(=O)OCC(=O)NC2CCC(C)CC2)c(C)o1 (centres undefined) | 0 | 2 | -0.1 | -22 | 16 | -12 | -10 | -3 | -2.8 | 2 | -27
Cc1ccc(C(=O)CSc2nnc(COc3cccc(C)c3)o2)cc1 | -40 | 6 | 2.2 | -2 | -13 | 9 | 8 | 5 | -0.8 | 2 | -24
O=C(NC(=S)Nc1ccc2c(c1)OCCO2)c1ccccc1F | -196 | -28 | 0.0 | -298 | -106 | -4 | -303 | -82 | -0.7 | 2 | -19
Cc1nnc(N2C(=O)C(=O)/C(=C(/O)c3ccc4c(c3)OCCO4)C2c2ccc([N+](=O)[O-])cc2)s1 (centres undefined) | -30 | 13 | 0.0 | -22 | -1 | -3 | -7 | 7 | -0.5 | 2 | 3
Cc1ccc(-c2ccc(C3C(C#N)=C(N)Oc4n[nH]c(C)c43)o2)cc1 (centres undefined) | -35 | -42 | 0.6 | -11 | -17 | -9 | -70 | 5 | -1.0 | -4 | 30
COc1ccc(C2N(C(=O)N(C)C)CCN2S(=O)(=O)c2ccc(OC)cc2)cc1 (centres undefined) | -27 | -17 | 0.1 | 1 | 10 | -1 | 14 | -4 | 0.2 | 1 | 12
CCCN(C(=O)Cn1nc(C)c([N+](=O)[O-])c1C)c1c(N)n(Cc2ccccc2)c(=O)[nH]c1=O | 20 | 10 | 0.1 | 13 | -10 | -1 | 2 | 2 | -0.2 | -2 | 14
CCN(CC(=O)Nc1ccc2c(c1)OCCO2)C(=O)/C=C/c1cccc(Br)c1 | -13 | -26 | -0.1 | -211 | -77 | -6 | -209 | -53 | -0.5 | 9 | -30
O=C(CCC(=O)N(CC(=O)NC1CCCCC1)CC1CCCO1)Nc1nccs1 (centres undefined) | -1 | -9 | -0.1 | 7 | 43 | 12 | 8 | -3 | -1.3 | 1 | -53
COc1ccc(OC)c(/C=N/N=C(\N)c2nonc2N)c1 | -27 | -22 | 0.1 | -26 | 1 | 5 | -47 | 6 | 0.3 | -4 | 0
O=C(Nc1ccc2nn(-c3ccccc3)nc2c1)c1ccc2c(c1)OCO2 | 2 | -5 | 0.8 | 23 | -16 | 0 | -7 | -11 | 8.6 | -13 | -2
C=CCOc1ccc(/C=C2\SC(=Nc3cccnc3)NC2=O)cc1 | -2 | 22 | -0.1 | -21 | 9 | -14 | -65 | -3 | -0.3 | 4 | -40
O=C(O)c1ccc2c(=O)n3cc(C(=O)c4ccccc4O)cc(Cl)c3nc2c1 | -6 | 4 | 0.1 | -1 | 9 | 10 | -18 | 8 | -0.6 | -3 | 46
CC(C)COc1cc(=O)[nH]c(SCC(C)C)n1 | 0 | 30 | 0.2 | 10 | 8 | -14 | 10 | 19 | -1.0 | -1 | -2
Cc1ccc(NC(=O)Nc2ccc3c(c2)CCC3)c(C)c1 | -16 | -14 | 0.0 | -22 | -7 | 3 | -43 | -23 | -0.5 | nt | -20
Cc1ccc(C(=O)Oc2coc(CSc3nnc(NC(=O)c4cccs4)s3)cc2=O)cc1C | -28 | 7 | -0.3 | -4 | -22 | 7 | -7 | 2 | -0.8 | 1 | 33
CN1CCC(NC(=O)c2cc(-c3cccc(Br)c3)nc3ccccc23)CC1 | -11 | -11 | 4.5 | 105* | -33 | -4 | -19 | -4 | 1.1 | 0 | -25
Cc1ccc(N2C(=O)[C@@H]3C(c4cccnc4)=NO[C@@H]3C2=O)c(C)c1 | -8 | 21 | 0.1 | 6 | 1 | 12 | 13 | 0 | -0.6 | -3 | 4
OCC[C@@H]1C[C@H](O)[C@@H](O)[C@]2(OCc3cc(Cl)ccc32)O1 | 5 | 0 | -0.3 | -14 | 1 | -20 | 2 | nt | 1.7 | nt | 9
Cn1nccc1C(=O)NC1CCN(Cc2ccccc2)CC1 | -7 | -20 | -0.2 | 14 | -3 | 17 | 18 | 17 | -0.1 | 1 | -7
CCOc1cccc(C2C(C(=O)c3cccs3)=C(O)C(=O)N2Cc2cccnc2)c1 (centres undefined) | -24 | -1 | 0.6 | 1 | -10 | -3 | -42 | 5 | 0.0 | 8 | 1
CCOC(=O)N1CCN(c2c(NCCc3ccccc3)c(=O)c2=O)CC1 | -20 | 12 | -0.2 | 8 | 12 | 0 | -5 | nt | -1.1 | 5 | -15
Cn1cccc1C(=O)OCC(=O)NCc1cccs1 | -9 | -10 | 0.2 | -42 | -39 | 9 | -43 | -11 | 2.6 | nt | 5
O=c1c2ccccc2cnn1-c1ccc(Br)cc1 | -121 | -26 | -0.1 | -227 | -51 | 10 | -174 | -18 | 11 | 6 | 35
CCC(=O)c1cc(Br)ccc1OCC(=O)N1CCN(S(=O)(=O)c2ccccc2)CC1 | 5 | 4 | 0.1 | 18 | 19 | 4 | 8 | 3 | 0.2 | nt | 4
CCN(CC)c1ncnc2sc(C(=O)N3CCN(c4ccc(OC)cc4)CC3)c(C)c12 | 0 | 8 | 0.1 | 19 | -21 | -3 | 19 | 0 | 4.2 | 3 | 3
CCCCNC(=O)c1onc(CSc2cccc(F)c2)c1C(=O)O | 0 | -13 | -0.2 | -4 | 14 | 4 | 11 | -4 | 3.7 | -2 | -3
CCO[C@@H]1OC(C(=O)N2CCCCCCC2)=C[C@H](c2ccc3c(c2)OCO3)[C@H]1CCCO | -20 | 1 | 0.4 | 11 | -54 | -17 | 21 | -13 | -2.2 | 2 | 8
CSC1=NSC2=NC(=O)/C(=C\c3coc4ccccc4c3=O)C(=N)N12 | -35 | -7 | -0.2 | -2 | -3 | 11 | -45 | 14 | 0.9 | 0 | 11
Nc1nc(COc2ccc(F)cc2Cl)nc(N2CCCCC2)n1 | -10 | 4 | 0.2 | 19 | 16 | -8 | 9 | -8 | -0.9 | 3 | -4
CCOC(=O)c1cc(-c2cccc(C(F)(F)F)c2)nc2nc(SC)[nH]c(=O)c12 | -32 | 1 | -0.4 | 10 | 1 | 7 | 8 | -1 | 2.1 | 3 | 2

Rows were taken by chance. About 4.4% of those tested had a hit in this group.
